Bioassay records deposited in PubChem BioAssay by Broad Institute.
miR122 inh: blocks miR-122 activity in Huh7 sensor cells; Huh7 miR-122 Renilla luciferase sensor, 48 h; neutral wells = 0, positive control = 100; activation (reporter increase), % at 12.5 µM; 340,000 compounds, 0.3% hits;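 active = mean replicate activation score at least 90 and every replicate individually at or above 90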;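 note: higher luciferase means less miR-122 activity so hits act as miR-122 inhibitors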
Starred values were filed as active, the others as inactive. A portion of the library. The share of hits here may be higher or lower than overall.

SMILES	miR122 inh
CCCC(=O)NC(=S)Nc1ccc(Cl)cn1	6.0
O=C(c1ccco1)N(Cc1cccs1)C1CCS(=O)(=O)C1 (configuration not stated)	-5.8
COc1ccccc1C(=O)Nc1nnc(SCC(=O)NC2CCCC2)s1	5.6
O=c1ccn(Cc2ccccc2)c(=O)n1Cc1ccccc1	2.7
N#Cc1c(SCc2ccccc2)nc(N2CCOCC2)c2c1CCCC2	3.7
CCn1c(=O)cc(OCC(=O)NC2CCCCC2)c2ccccc21	-5.8
CCn1nc(C(=O)Nc2ccc(C)c(C)c2)c(Cl)c1Cl	2.0
CCOc1cc(CNC2CCCC2)cc(Cl)c1OCc1ccccc1	-7.0
Cc1ccc(C(=O)n2nnc3ccccc32)cc1[N+](=O)[O-]	0.1
CCc1nnc(NC(=O)CCC(=O)N2CCN(Cc3cc(Cl)ccc3OC)CC2)s1	-1.6
COc1ccc(/C=N\NC(=O)C2=NNC(=O)C2C)cc1 (configuration not stated)	-0.6
CCC(=O)Nc1cccc(NC(=S)NC(=O)Cc2ccccc2)c1	2.8
CC(=O)CCc1c(C)c2cccc(C)c2[nH]c1=O	-1.7
Nc1cc(C(=O)O)ccc1N1CCCCC1	-12.4
COc1ccc(-c2nc(CSCC(=O)NCC3CCCO3)c(C)o2)cc1OC (configuration not stated)	-14.3
COc1cccc2cc(C(=O)N3CCN(C(=O)c4ccco4)CC3)c(=O)oc12	-0.2
CCOC(=O)C1=C(c2ccccc2)NC(=S)NC1c1cc([N+](=O)[O-])ccc1OC (configuration not stated)	-5.5
Cc1cccc(NC2=NC(C)(C)N=C(N)N2)c1C	-2.6
Cc1cc(-c2ccccc2)n2nc(C)c(C#N)c2n1	1.4
CN(C)c1ccc(C(CNS(=O)(=O)c2ccc(F)c(F)c2)c2c[nH]c3ccccc23)cc1 (configuration not stated)	1.6
COC(=O)CN1C(=O)C(O)=C(C(C)=O)C1c1ccc([N+](=O)[O-])cc1 (configuration not stated)	-14.8
CCC1CCCCN1CCCNC(=O)COc1cc(=O)n(C)c2ccccc12 (configuration not stated)	3.1
COc1cc(SC)ccc1C(=O)NCc1ccccc1	7.3
Clc1nc(-c2n[nH]nc2Cl)n[nH]1	0.4
COC(=O)CSc1nc2cc(C)ccc2cc1C#N	-1.0

Sorted by value in miR122 inh (highest first): 3 from the list above
SMILES	miR122 inh
Cc1cc(-c2ccccc2)n2nc(C)c(C#N)c2n1	1.4
CCc1nnc(NC(=O)CCC(=O)N2CCN(Cc3cc(Cl)ccc3OC)CC2)s1	-1.6
COc1ccc(-c2nc(CSCC(=O)NCC3CCCO3)c(C)o2)cc1OC (configuration not stated)	-14.3

(next part)
SMILES	miR122 inh
O=C(Nc1nn(Cc2ccccc2F)cc1Br)c1cccs1	-4.1
O=C(Nc1ccc(Cl)c([N+](=O)[O-])c1)c1ccc(NCCCN2CCOCC2)c([N+](=O)[O-])c1	-8.9
COc1ccc(OC(C)C(=O)NCc2cccnc2)cc1 (configuration not stated)	-11.1
O=c1c2ccccc2nnn1CSc1ncnc2ccccc12	3.1
Cn1nc(-c2ccccc2)c(C(O)c2ccccc2C(F)(F)F)c1Cl (configuration not stated)	2.2
COC(=O)c1c(C)oc2ccc(N(C(=O)Oc3ccccc3)S(=O)(=O)c3ccc(Cl)c([N+](=O)[O-])c3)cc12	3.0
Cc1nn(CCc2n[nH]c(=S)n2-c2cccc(Cl)c2)c(C)c1[N+](=O)[O-]	-3.3
Cc1cc(SCC(=O)c2ccccc2)nc(C)n1	-0.2
CC(C)(C)C(=O)Nc1nc(-c2ccc3c(c2)OCO3)cs1	-3.5
COc1ccccc1S(=O)(=O)Cc1ccc(C(=O)N2CCN(c3ccccc3)CC2)o1	14.6
O=C(NCC1CCCO1)[C@@H]1CSC2c3ccccc3C(=O)N21 (some centres not stated)	-6.7
Cc1nc(CN2CCN(C(=O)c3ccc(Br)cc3)CC2)cs1	-2.7
O=C(CSc1nnc(CNC(=O)c2ccccc2F)o1)Nc1ccc2c(c1)OCCO2	2.9
CCc1ccc(N(C(=O)c2ccco2)C(C(=O)NC2CCCC2)c2ccco2)cc1 (configuration not stated)	-10.8
O=C(CSCc1cnn(-c2ccccc2)c1-n1cccc1)NCCN1CCOCC1	4.0
Cc1ccc(NC(=O)c2ccccc2O)cc1	1.8
CC1CCCCC1NC(=O)CCn1ccc2cc(S(=O)(=O)N3CCCC3)ccc21 (configuration not stated)	4.3
Cc1ccc(N(CC(=O)O)S(=O)(=O)c2cccc3nonc23)cc1	0.2
CCCN1C(=O)C(NS(=O)(=O)c2ccc(N)cc2)(C(F)(F)F)C(C(=O)OC)=C1C (configuration not stated)	-7.2
CC(C)CN(C(=O)c1cc2ccccc2o1)c1c(N)n(CC(C)C)c(=O)[nH]c1=O	-1.4
CCOC(=O)N1CCN(C(=O)CCSc2ccccc2)CC1	-0.3
COC(=O)c1[nH]c2ccccc2c1NC(=O)CNC1CCCCC1	0.2
COc1cc(C(=O)OCC(=O)NC2CCCC2)cc(NC(=O)c2ccco2)c1OC	-4.6
CCCn1c(Sc2nc3c(c(=O)[nH]c(=O)n3C)n2CCC)nc2c1c(=O)[nH]c(=O)n2C	-6.9
O=C(Nc1ccc(S(=O)(=O)NCc2ccccc2)cc1)c1ccc(Br)o1	56.7

Remaining list, next part
SMILES	miR122 inh
O=C(NCc1ccco1)C1CCN(S(=O)(=O)N2CCOCC2)CC1	0.7
O=C(CSc1nc2ccccc2s1)N1CCOCC1	-32.3
CC(=O)NS(=O)(=O)c1cccnc1Nc1ccc(Cl)cc1	-4.5
O=C(Oc1ccccc1)c1ccc(COC(=O)c2cnccn2)cc1	-7.0
CCN(c1ccccc1)S(=O)(=O)c1ccc(NC(=O)C(C)(C)C)cc1	-1.3
CC(=O)NNc1cccc(Cl)n1	0.4
C#CCOCCOCCOCCNc1nc(N2CCN(C(=O)CCCCCCCCCCNC(=O)Cn3cc(CCCCCN)nn3)CC2)nc(N2CCN(C(=O)CCCCCCCCCCNC(=O)[C@H]([C@@H](C)CC)n3cc(CCCCCN)nn3)CC2)n1	0.6
Cc1cc(N2C(=O)C3CC=CCC3C2=O)no1 (configuration not stated)	3.4
COc1c2c(nc3occc13)C(CCC(C)(C)O)(OC)C(O)CC2 (configuration not stated)	-1.2
Cc1c(NS(=O)(=O)c2cccc(C(=O)NCc3ccncc3)c2)c(=O)n(-c2ccccc2)n1C	-2.5
C(=C\c1ccccc1)/CN1CCN(c2ncnc3c2oc2ccccc23)CC1	-3.8
COC(=O)CSc1ncccc1-c1nc2ccccc2[nH]1	-2.1
CCOC(=O)CP(=O)(c1ccccc1)c1ccccc1	-4.5
Cc1nc(C)c(C(=O)Nc2nc3c(C)cccc3s2)o1	-2.2
Clc1ccc2scc(CN3CCCCC3)c2c1	-1.0
CN1C(=O)CC(N2CCC(C(N)=O)(N3CCCCC3)CC2)C1=O (configuration not stated)	-7.2
CCCCCn1c(=O)[nH]c2cc(C(=O)O)ccc2c1=O	-1.9
CC(O)C1C(=O)OC2(C)CC(C)(C)NC(=S)N12 (configuration not stated)	-6.7
COC(=O)c1oc2ccc(Cl)cc2c1NC(C)=O	-5.4
CCOC(=O)CNS(=O)(=O)c1c(C)noc1C	-5.8
CCC(CC)CN1C(Nc2ccccc2)=NC[C@@H]1CC(C)C	0.1
Cc1cc(C)cc(OCC(=O)N2N=C(C(F)(F)F)CC2(O)C(C)(C)C)c1 (configuration not stated)	-4.2
O=C(CN1CC(c2ccccc2)CC1=O)OCc1ccccc1F (configuration not stated)	-1.3
Cc1ccc2c(CC(=O)N3CCc4ccccc43)coc2c1	-5.3
CCOC(=O)c1ccc(-c2nnc(-c3ccc(Cl)cc3Cl)o2)cc1	-5.0

Next part:
SMILES	miR122 inh
Cc1ccc(S(=O)(=O)N(C)CC(=O)Nc2cccc3c2CCCC3)cc1	0.7
O=C(COC(=O)C1CC2C=CC1C2)NCc1ccccc1Cl (configuration not stated)	-7.6
OC1(c2cccc(C(F)(F)F)c2)CCN(c2ncnc3c2[nH]c2ccccc23)CC1	10.5
CCOC(=O)C(/C=C(\C#N)C(=O)OCC)=C(/N)N1CCN(c2ccc(Cl)cc2)CC1	-7.5
Cn1c(C(C(=O)NCC2CCCO2)N(C(=O)Cn2nnc3ccccc32)C2CCCCC2)nc2ccccc21 (configuration not stated)	-3.9
CN(C(=S)NC(=O)C1(C)CC1(Cl)Cl)c1ccccc1 (configuration not stated)	-18.8
Cc1ccc(NS(=O)(=O)c2ccc(C)c(C(=O)N3CCN(C)CC3)c2)cc1	2.9
COc1ccc(S(=O)(=O)NCCCN2CCOCC2)c2ccccc12	40.3
O=S(=O)(c1ccccc1F)N1CCN(Cc2nc3ccccc3[nH]2)CC1	-1.8
COc1ccc(S(=O)(=O)NCCC(=O)NCc2ccccc2)cc1	-2.8
COCCNc1nc(SCC(=O)N2CCN(c3ccccc3OC)CC2)nc2ccccc12	-4.8
O=S(=O)(Cc1ccccc1)NCc1cccnc1	19.3
CCC1SC2=NC(C)=C(C(=O)OCCOC)C(c3ccc(C(=O)OC)cc3)N2C1=O (configuration not stated)	-9.5
COc1ccccc1-c1cc(C(=O)NC(C)c2ccccc2)no1 (configuration not stated)	0.3
CC(C)(C)NC(=O)Nc1ccc2nccnc2c1	-7.8
O=C(COc1ccc(Cl)cc1Cl)Nc1c(-c2cccs2)nc2ccccn12	-2.0
Cc1ccc(S(=O)(=O)N2CCN(C(=O)CCC(=O)NC3CCCc4ccccc43)CC2)cc1 (configuration not stated)	0.4
CCOC(=O)C1CCCN(c2cc(=O)n(Cc3ccc(F)cc3)c(=O)[nH]2)C1 (configuration not stated)	-1.8
c1ccc(-n2cnnc2SCc2nc3ccccc3s2)cc1	18.8
CC12CCC(C(=O)N3CCN(c4ncccn4)CC3)(c3nc4ccccc4nc31)C2(C)C (configuration not stated)	5.6
O=C(Nc1ncn[nH]1)c1ccc([N+](=O)[O-])cc1[N+](=O)[O-]	-7.4
COCCCNC(=O)CSc1nc2ccc(N3CCOCC3)cc2c(=O)n1CCc1ccccc1	-2.5
COCCCNC(=O)CNC(=S)N(Cc1ccc(F)cc1)C1CCCCC1	8.9
CC1(C)CC(=O)C2=C(C1)NC(=O)CC2c1ccccc1F (configuration not stated)	-0.9
NC(=O)C1C(c2ccccc2)=C1c1ccccc1	-5.4

Other structures follow.
SMILES	miR122 inh
O=C(Cn1cnc2c(oc3ccccc32)c1=O)N1CCN(c2ccccc2)CC1	4.4
CCC(=O)Nc1cccc(NC(=O)c2ccc3c(c2)OCO3)c1	-1.2
COc1ccc(/C=N/NS(=O)(=O)c2ccccc2)cc1OS(=O)(=O)c1ccc(C)cc1	33.8
O=C(CNC(=O)c1cccs1)c1ccc(F)cc1	4.8
CCN(CC)CCc1c(C)[nH]c(C(=O)OCc2ccccc2)c1C	0.1
CCOC(=O)c1sc(-n2[nH]c(C)cc2=O)nc1C	6.1
C/C(=N\NC(=O)c1cccc(Cl)c1)c1cccc(NC(=O)C(C)C)c1	-2.7
CCCCNC(=O)n1c(SC)nc2ccccc21	-3.8
Cc1ccc(C2=NC(C)(C)N=C2SCC(=O)Nc2ccc(Cl)cc2)cc1	-2.8
Cc1ccc(CNc2oc(-c3cccs3)nc2C#N)cc1	0.8
CN(C)S(=O)(=O)NCc1ccc2c(c1)OCO2	-8.8
COc1ccc(Nc2ncc3c(n2)CC(c2ccc(OC)cc2)CC3=O)cc1 (configuration not stated)	-9.8
CN(C)S(=O)(=O)c1cccc(NC(=O)c2cc(-c3cccs3)nn2-c2ccccc2)c1	0.5
CCOc1ccc(OCC)c(NC(=O)CN2CCN(C(=O)c3ccco3)CC2)c1	-0.1
CCC(C)(C(=O)NC1CCCC1)N(Cc1ccco1)C(=O)Cc1cccs1 (configuration not stated)	6.1
Cc1ccc(OCC(=O)NCC(=O)Nc2ccc(F)cc2)c([N+](=O)[O-])n1	-4.0
O=C(NCCc1ccccc1)c1ccccc1NS(=O)(=O)N1CCCC1	16.7
O=C(CN1C2=NCCN2c2ccccc21)c1ccc(Br)cc1	-3.7
COc1ccc(N2CCN(C(=O)c3csc4ccccc34)CC2)cc1	161.7*
CC(C)NC(=S)N/N=C1\CCCCC1C1CCCCC1 (configuration not stated)	-6.6
CCCc1ccc(Oc2cc(C)nc(N3CCOCC3)n2)cc1	-3.1
Cc1ccc(C(=O)Nc2nc3ccccc3c(=O)s2)cc1	-3.5
CCOc1cc(C2C(C(=O)c3ccc(C)o3)=C(O)C(=O)N2CCc2ccccc2)ccc1O (configuration not stated)	2.5
N#Cc1c(C#N)c(-c2ccccc2)n(-c2ccccc2)c1N	4.3
COc1cccc(NC(=O)C(C#N)Cc2ccncc2)c1 (configuration not stated)	-8.2

Individual results from the results shown:
Value for `C/C(=N\NC(=O)c1cccc(Cl)c1)c1cccc(NC(=O)C(C)C)c1` in miR122 inh: -2.7
Value for `Cc1ccc(C2=NC(C)(C)N=C2SCC(=O)Nc2ccc(Cl)cc2)cc1` in miR122 inh: -2.8

Molecules shown so far containing bromine (4):
SMILES	miR122 inh
O=C(Nc1nn(Cc2ccccc2F)cc1Br)c1cccs1	-4.1
Cc1nc(CN2CCN(C(=O)c3ccc(Br)cc3)CC2)cs1	-2.7
O=C(Nc1ccc(S(=O)(=O)NCc2ccccc2)cc1)c1ccc(Br)o1	56.7
O=C(CN1C2=NCCN2c2ccccc21)c1ccc(Br)cc1	-3.7

Sorted by length of the SMILES (descending): some entries from above.
SMILES	miR122 inh
O=C(NCCc1ccccc1)c1ccccc1NS(=O)(=O)N1CCCC1	16.7
CCOC(=O)c1sc(-n2[nH]c(C)cc2=O)nc1C	6.1
O=C(CNC(=O)c1cccs1)c1ccc(F)cc1	4.8

Other results.
SMILES	miR122 inh
CCOc1ccc(-c2nnc(-c3ccccc3)o2)cc1	-9.3
O=C(NCCN=C1NS(=O)(=O)c2ccccc21)c1ccc(S(=O)(=O)N2CCOCC2)cc1	81.7
Cc1cc(NC(=O)CSc2nc(-c3ccco3)cc(C(F)(F)F)n2)n(-c2ccccc2)n1	3.1
CC(C)NC(=O)COC(=O)c1ccc(NS(=O)(=O)c2ccc3c(c2)OCCO3)cc1	279.7*
CCCn1c(=N)n(CC(=O)C(C)(C)C)c2ccccc21	0.5
Cc1cccc(NC(=O)CSc2nnc(-c3ccccc3)n2N)c1C	0.8
COc1ccc(Oc2c(C)oc3c(CN(C)C)c(O)ccc3c2=O)cc1	-1.7
CC1Cc2ccccc2N1C(=O)CSc1nnnn1C (configuration not stated)	-2.8
